High-throughput results from PubChem.
LmPK inhibitor: qHTS Assay for Inhibitors of Leishmania Mexicana Pyruvate Kinase (LmPK); Q27686; purified LmPK, Kinase-Glo ATP luminescence, 1 h; Potency, µM (titrated, usually from 57.5 µM), inactives show at the highest dose activity change, negative = inhibition, usual class: inhibitors; 290,000 tested, 0.37% active; also: potency is read from the fitted curve at half-maximal effect; % is scaled to controls: 0 for no effect and ±100 for the full control effect
Target sequence (Q27686 whole entry, looked up): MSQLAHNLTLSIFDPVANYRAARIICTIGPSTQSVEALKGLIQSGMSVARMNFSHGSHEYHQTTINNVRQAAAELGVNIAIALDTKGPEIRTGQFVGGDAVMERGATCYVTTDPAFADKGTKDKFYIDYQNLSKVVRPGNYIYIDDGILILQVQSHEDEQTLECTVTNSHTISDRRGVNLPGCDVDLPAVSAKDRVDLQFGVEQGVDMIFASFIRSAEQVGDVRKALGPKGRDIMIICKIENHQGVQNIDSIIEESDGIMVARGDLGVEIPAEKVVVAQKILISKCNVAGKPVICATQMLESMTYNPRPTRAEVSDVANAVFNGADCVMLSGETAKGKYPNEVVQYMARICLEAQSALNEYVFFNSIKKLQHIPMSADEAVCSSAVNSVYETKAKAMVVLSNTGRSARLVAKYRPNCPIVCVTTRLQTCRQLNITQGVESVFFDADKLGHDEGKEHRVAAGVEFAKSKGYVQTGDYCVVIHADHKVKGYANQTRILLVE
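0.1 nM LmPK, 0.5 mM PEP, 0.1 mM ADP; 50 mM imidazole pH 7.2, 7 mM MgCl2, 50 mM KCl; 1 h RT. Kinase-Glo luminescence readout, normalized to no-enzyme (full inhibition) and uninhibited wells.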
Shiga toxin inh: A qHTS for Small Molecule Inhibitors of Shiga Toxin; Vero cells, Shiga toxin protein synthesis inhibition reporter; inhibition, % at 38.7 µM; 290,000 tested, 9.2% active; in the data active = inhibition mostly above about 28%, no sharp cut-off; inactive = mostly below about 43%; also: 0% is about no effect
CHX counter: Cycloheximide Counterscreen for Small Molecule Inhibitors of Shiga Toxin; cell reporter, cycloheximide protein synthesis inhibition counterscreen; AID 2314, 2010; max response, %; 300,000 tested, 12% active; in the data active = max response mostly above about 13%, no sharp cut-off; inactive = mostly below about 14%; also: read at 38.3 µM for the half of the compounds with a filed dose; 0% is about no effect
Pf growth 48h: Primary qHTS for delayed death inhibitors of the malarial parasite plastid, 48 hour incubation. 310,000 tested, 5.9% active. P. falciparum luciferase growth in erythrocytes, 48 h. AID 504832, 2011. Potency, µM (top dose mostly 28.7 µM), without a hit: top-dose activity change, negative = inhibition, usual class: inhibitors; also: potency is read from the fitted curve at half-maximal effect; % is scaled to controls: 0 for no effect and ±100 for the full control effect
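In quantitative HTS format, infected erythrocytes bearing luciferase-reporter parasites were treated for a single generation at 37 C. Luminescence after adding detection reagent served as the growth measure.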
AMA1-RON2 inh: qHTS for Inhibitors of AMA1-RON; Towards Development of Antimalarial Drug Lead: Primary Screen. Plasmodium falciparum AMA1 (3D7) - RON2 peptide interaction. AlphaScreen AMA1-biotinylated RON2 peptide binding. Potency, µM (titrated, usually from 58.2 µM), for the others: top-dose activity change, negative = inhibition, usual class: inhibitors. 360,000 tested, 0.2% active. AID 720542, 2013;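 also: potency is read from the fitted curve at half-maximal effect; 0% = vehicle wells and -100% = peptide control; nearly all actives have a fitted effect of over 45% in size; some results filed as inactive show a strong effect at the top dose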
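AMA1 (3D7) with his tag at 25 nM final met compounds first, then biotinylated RON2 peptide at 25 nM; detection used donor plus acceptor beads, 10 µg/mL apiece, read by AlphaScreen after 30 min at room temperature.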
Pf growth 96h: Primary qHTS for delayed death inhibitors of the malarial parasite plastid, 96 hour incubation; 320,000 tested, 6.9% active; P. falciparum luciferase reporter growth, 96 h; Potency, µM (top dose mostly 28.7 µM), for the others: top-dose activity change, negative = inhibition, usual class: inhibitors; AID 504834, 2011; also: potency is read from the fitted curve at half-maximal effect; % is scaled to controls: 0 for no effect and ±100 for the full control effect
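Readout is luminescence from an integrated firefly luciferase in P. falciparum. Red cells, 2% hematocrit and 0.05% parasitemia final, were cultured with compound through two parasite generations (96 hours) at 37 C, 5% CO2.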
Tb PYK inh: qHTS of Trypanosoma Brucei Inhibitors; TbPYK enzyme, Kinase-Glo Plus ATP luminescence, 45 min; Potency, µM (series often up to 76.8 µM), inactives show at the highest dose activity, negative = inhibition, hits mostly inhibitors; AID 624173, 2012; 410,000 tested, 0.12% active; also: potency is read from the fitted curve at half-maximal effect; % is scaled to controls: 0 for no effect and ±100 for the full control effect; nearly all actives have a fitted effect of over 50% in size
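Readout: single end-point luminescence (Kinase-Glo Plus, 10 min). Reaction conditions were TbPYK/substrate plus 130 uM ADP, 45 min at RT, pH 7.2 TEA buffer. No-enzyme wells served as controls, and data were normalized before concentration-response fitting.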
* = called active by the depositor; ? = inconclusive; . = no result given; & = joins results of further samples; [ ] = dose if it differs, or a comment. Unless noted, calls follow the shape of the dose curve; as a rule, active = well fitted curve in the direction sought with a large enough effect; inconclusive = small, poorly fitted or top-dose-only effect, or another doubt; inactive = no such curve, though single readings can be large; an effect the other way counts as inactive or inconclusive.

SMILES	LmPK inhibitor	Shiga toxin inh	CHX counter	Pf growth 48h	AMA1-RON2 inh	Pf growth 96h	Tb PYK inh
O=C(NCCCc1nc2ccccc2[nH]1)c1ccc(F)cc1	-5%	-3	4	13%	-2%	10µM*	0%
Cc1nc([N+](=O)[O-])cn1CC(O)c1ccc(F)cc1 (centres undefined)	0%	-10	1	4%	13%	6%	2%
CC(=O)Nn1c(C)nnc1-n1nc(C)cc1C	-3%	11	5	5%	-5%	1%	3%
COc1ccc(CCNC(=O)CCn2c(=O)oc3ccccc32)cc1	-1%	-7	-1	3%	8%	-18%	-1%
CCCCNc1ccccc1C(=O)OCC(=O)Nc1ccc(S(N)(=O)=O)cc1	3%	-20	0	6%	12%	.	3%
CC1CCC(NC(=O)CN2CCCN(Cc3ccc(F)cc3Cl)C2=O)CC1 (centres undefined)	0%	-12	-4	?	-4%	?	5%
O=C(Nc1ccc2c(c1)OCCO2)c1c[nH]c(=O)n(-c2ccc(F)c(Cl)c2)c1=O	0%	-5	-4	2%	4%	2%	-3%
Cc1ccccc1-c1ccc(=O)n(CC(=O)Nc2ccc(-n3cnnn3)cc2)n1	6%	2	1	-6%	-1%	15%	4%
Cc1ccc(NC(=O)c2ccc(=O)[nH]c2)cc1S(=O)(=O)N1CCCCC1	1%	-5	-9	?	-2%	46%[activator]	2%
COc1ccc2nc(SCC(=O)NCc3ccc(S(N)(=O)=O)cc3)[nH]c2c1	7%	-7	-2	18%	-9%	?	-5%
COC(=O)CSc1nnc(-c2ccncc2)o1	-12%	-7	-3	4%	15%	.	-8%
Cc1cccc(NC2=NCC(=O)N2CCc2ccccc2)c1	1%	12	9	?	?	?	-10%

Eleven entries from above, bar-delimited.
molecule | LmPK inhibitor | Shiga toxin inh | CHX counter | Pf growth 48h | AMA1-RON2 inh | Pf growth 96h | Tb PYK inh
Cc1nc([N+](=O)[O-])cn1CC(O)c1ccc(F)cc1 (centres undefined) | 0% | -10 | 1 | 4% | 13% | 6% | 2%
CC(=O)Nn1c(C)nnc1-n1nc(C)cc1C | -3% | 11 | 5 | 5% | -5% | 1% | 3%
COc1ccc(CCNC(=O)CCn2c(=O)oc3ccccc32)cc1 | -1% | -7 | -1 | 3% | 8% | -18% | -1%
CCCCNc1ccccc1C(=O)OCC(=O)Nc1ccc(S(N)(=O)=O)cc1 | 3% | -20 | 0 | 6% | 12% | . | 3%
CC1CCC(NC(=O)CN2CCCN(Cc3ccc(F)cc3Cl)C2=O)CC1 (centres undefined) | 0% | -12 | -4 | ? | -4% | ? | 5%
O=C(Nc1ccc2c(c1)OCCO2)c1c[nH]c(=O)n(-c2ccc(F)c(Cl)c2)c1=O | 0% | -5 | -4 | 2% | 4% | 2% | -3%
Cc1ccccc1-c1ccc(=O)n(CC(=O)Nc2ccc(-n3cnnn3)cc2)n1 | 6% | 2 | 1 | -6% | -1% | 15% | 4%
Cc1ccc(NC(=O)c2ccc(=O)[nH]c2)cc1S(=O)(=O)N1CCCCC1 | 1% | -5 | -9 | ? | -2% | 46%[activator] | 2%
COc1ccc2nc(SCC(=O)NCc3ccc(S(N)(=O)=O)cc3)[nH]c2c1 | 7% | -7 | -2 | 18% | -9% | ? | -5%
COC(=O)CSc1nnc(-c2ccncc2)o1 | -12% | -7 | -3 | 4% | 15% | . | -8%
Cc1cccc(NC2=NCC(=O)N2CCc2ccccc2)c1 | 1% | 12 | 9 | ? | ? | ? | -10%

Later entries:
SMILES	LmPK inhibitor	Shiga toxin inh	CHX counter	Pf growth 48h	AMA1-RON2 inh	Pf growth 96h	Tb PYK inh
CC1=C(C(=O)OC2CCCCC2)C(c2ccc(O)cc2)NC(=O)N1 (centres undefined)	-3%	-10	-1	2%	5%	0%	8%
O=C(NC(=S)Nc1ccc2c(c1)OCO2)c1ccccc1	-2%	102*	47*	75%[activator]	49%[activator]	40%[activator]	-15%
COc1cccc(-c2cc(C(=O)Nc3ccn(Cc4ccc(C)cc4)n3)no2)c1	-5%	43	18	?	8%	27%	2%&8%
CCOC(=O)C1CCN(C(C(=O)NC2CCCCC2)c2ccc(OC)cc2)CC1 (centres undefined)	-7%	6	-3	4%	4%	34%[activator]	-4%
CC(SCc1ccccc1)C(=O)Nc1ccccc1-c1ccccc1 (centres undefined)	1%	-3	-1	-6%	-2%	0%	5%
C[C@]12CCC3[C@@H](CC[C@H]4C[C@@H](O)CC[C@]34C)C1CCC2=O (some centres undefined)	0%	-14	2	10%	-7%	2%	-2%
CC1(C)CC(O)CC(C)(C)N1CC(O)COCCOc1ccc(Br)cc1 (centres undefined)	-3%	-18	-3	5%	11%	26%	-3%
CSc1nnc2c(n1)OC(c1ccc(C(=O)O)cc1)N(C(C)=O)c1ccccc1-2 (centres undefined)	0%	12	-3	.	0%	?	4%
COCCn1c(=O)c2c(nc3n2CCCN3Cc2ccccc2)n(C)c1=O	1%	-8	-3	-29%	-11%	30%	-6%
O=C(/C=C/c1cc(Br)ccc1F)Nc1cccnc1	1%	39*	26*	3%	8%	20%	5%
CC(C)CC1C(C#N)=C(N)SC(N)=C1C#N	2%	-12	-2	.	3%	.	-4%
COc1ccc2cc(-c3[nH]ncc3CN3CCCC3c3nonc3C)ccc2c1 (centres undefined)	-6%	51*	35*	-22%	-7%	4.7µM*	0%
CN(C(=O)COC(=O)c1n[nH]c2ccccc12)C1CCS(=O)(=O)C1 (centres undefined)	1%	-2	-2	3%	0%[2.32 µM]	17%	1%
O=c1c(Cl)c(Cl)cnn1Cc1ccccc1Cl	0%	-26	-13	-1%	2%	?	1%
COC(=O)[C@@H]1CC[C@H](C)[C@@H](c2ccc(C)cc2)N1C(=O)c1ccc(/C=N/OC[C@@H](O)COCc2ccco2)cc1	-2%	7	-1	6.6µM*	.	6.6µM*	.
CCn1c(=S)sc2c(=O)n(CC(=O)Nc3ccccc3)c(C)nc21	4%	-5	-1	-26%	63%[activator]	?	4%
COc1ccc(N2CCN(Cc3nnc(-c4ccccc4)o3)CC2)cc1	-2%	-13	0	13%	-7%	53%[activator]	-5%
COC(=O)c1sc(-c2ccc(C(C)(C)C)cc2)cc1NC(=O)CCC(=O)O	5%	64*	27*	0%	-4%	0%	-3%
COc1ccccc1NS(=O)(=O)c1ccc(C(=O)N2CCCC(C)C2)cc1 (centres undefined)	-8%	18	1	16%	-4%	10%	5%
CCCCCCOc1ccccc1C(N)=O	.	.	.	22%	.	-5%	6%
COc1ccc(-c2cc(C(=O)N3CCCCCC3)c3ccccc3n2)c(OC)c1	4%	4	9	?	-6%	?	-20%
CC(=O)NC(Cc1cccc(F)c1)C(=O)NC1CCN(c2nnnn2-c2ccccc2)CC1 (centres undefined)	4%	24	-2	-10%	10%	?	-2%
COC(=O)[C@@]1(Cc2ccc(F)cc2)[C@H]2c3cc(C(=O)N(C)C)n(Cc4nc5ccccc5[nH]4)c3C[C@H]2CN1C(=O)c1ccccc1	-2%	6	10	1.5µM*	73%[activator]	3.7µM*	-3%
COc1ccc(NCc2cccnc2)cc1	-1%	-5	11	14%	-9%	-21%	-11%
CCOC(=O)N1CCN(C(=O)c2cc3c(ccc4ccccc43)oc2=O)CC1	-1%	-18	-8	10%	-10%	2%	3%
Cc1cc(C)cc(C(=O)N(Cc2ccco2)c2c(N)n(Cc3ccccc3)c(=O)[nH]c2=O)c1	.	.	.	?	3%	?	0%
CC(C)(C)CC(=O)O/N=C(\N)c1ccncc1	3%	27	3	-22%	8%	?	6%
CCN1C(=O)CCCc2ccccc21	-2%	-6	-1	-8%	0%	5%	0%
CCSc1nnc(-c2ccc(Cl)cc2Cl)o1	11%	85*	57*	.	17%	-5%	-1%
COc1cc2ccccc2cc1C(=O)NC1CCCCC1	.	.	.	17%	8%	-27%	-20%
Cc1c(Br)c([N+](=O)[O-])nn1CC(=O)Nc1sc2c(c1C(=O)OC(C)C)CCCC2	4%	123*	44	?	-5%	229%[activator]	-5%
Cn1cnc([N+](=O)[O-])c1NC(C)(C)C	5%	-4	-4	.	-5%	6%	-17%
COc1ccc(C)cc1NC(=O)CN(C)S(=O)(=O)c1ccc2c(c1)CC(C)N2C(C)=O (centres undefined)	8%	1	19	-22%	-10%	7.4µM*	2%
COc1cccc(N/C=C/C(=O)c2ccc(Cl)cc2)c1	?	92*	63*	285%[activator]	-5%	-2%	7%
N#Cc1ccccc1N1CCN(C(=O)c2ccc(NC(=O)c3ccc(Br)o3)cc2)CC1	.	.	.	?	-12%	?	-5%
Cc1cccc(C(C)C)c1NC(=O)COC(=O)c1cccc(S(=O)(=O)N2CCc3ccccc3C2)c1	-1%	-1	-4	10%	-8%	-8%	1%
S=c1[nH]nc(CSCc2ccc(Cl)cc2Cl)n1-c1ccccc1	?	-7	-2	-10%	43%[activator]	4%	?
O=C(c1cc2cc(Br)ccc2s1)N1CCOCC1	1%	32	21*	?	0%	42%[activator]	-3%
Cc1ccc(NC(=O)COC(=O)c2cc(Cl)ccc2[N+](=O)[O-])c(C)c1	-1%	-2	-2	7%	-5%	16%	0%
CCn1nc(C)c(NC(=O)Nc2cccc(Cl)c2Cl)c1C	-2%	-5	-2	-38%[5.75 µM]	2%	-12%	4%
O=C(CC1NCCNC1=O)Nc1ccc(Cl)c(Cl)c1 (centres undefined)	2%	21	8	23%	-2%	-3%	-1%
CCN(CC)S(=O)(=O)c1cc(C(=O)OCC(=O)Nc2cccc(Br)c2)ccc1F	3%	-8	-4	-8%	3%[2.32 µM]	-16%	-3%
CCC(C)(NC(=O)c1ccc2c(c1)OCO2)C(=O)NC1CCCCC1 (centres undefined)	0%	-7	-3	0%	0%	-23%	29%
O=C(NCCCCCCNC(=O)C1CCCC1)C1CCCC1	2%	5	-2	-6%	-5%	13%	6%
CCOc1ccc(-c2nnc3ccc(SCC(=O)NCc4ccco4)nn23)cc1	-3%	-8	2	30%[activator]	-5%	91%[activator]	-8%
O=C(O)c1ccc(OCCOc2ccccc2)cc1	2%	-12	6	8%	1%	47%[activator]	0%
COc1ccccc1N(CC(=O)Nc1ccc(C(F)(F)F)cc1)S(C)(=O)=O	1%	-19	-1	-5%	23%	?	9%
CC(=O)c1cn(N2CCCCC2)c(=O)[nH]c1=O	4%	-5	-5	19%	1%	33%[activator]	1%
